Mm-Cpn inhibitor: Inhibitors of TCP-1 ring complex (TRiC) of Methanococcus maripaludis (MmCpn): qHTS; Chaperonin Mm-Cpn (Methanococcus maripaludis); purified Mm-Cpn ATPase, ADP Transcreener TR-FRET; Potency, µM (top dose mostly 76.9 µM), for the others: at the highest dose activity, negative = inhibition, most hits filed as inhibitors; actives 0.031% (n = 330,000); AID 504842, 2011; active = well fitted inhibition curve with a large enough effect; inconclusive = small, poorly fitted or top-dose-only effect; note: nearly all actives have a fitted effect of over 80% in size
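Measured: ADP formation by purified Mm-CPN. Conditions: 25 nM protein, 10 uM ATP, Tris pH 7.4 with Mg2+, K+ and DTT, 37°C for 30 min. Detection: Transcreener HTRF after 30 min at room temperature.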
Starred values were filed as active, the others as inactive; i = inactive; u = inconclusive; [ ] = dose if it differs, or a comment. % is set by controls: 0 for no effect and ±100 for the full control effect; potency is the fitted concentration of half-maximal effect. Some of the compounds tested, so the mix of outcomes need not match the whole.

SMILES	Mm-Cpn inhibitor
CC(=O)N(Cc1cc2ccc(C)c(C)c2n2nnnc12)C1CCCC1	0%
COc1ccc(CN2CCN(CCCc3ccccc3)CC2)c(OC)c1	0%
O=C1NC(Cc2ccccc2)c2nc3cc(Cl)ccc3c(=O)n2-c2cc(Cl)ccc21 (centres undefined)	1%
CCCc1nc(SCC(=O)Nc2cc(Cl)ccc2OC)c2c(=O)n(C)c(=O)n(C)c2n1	1%
CC(C(=O)N1CCCC1)N(c1ccccc1)S(C)(=O)=O (centres undefined)	1%
CCOC(=O)CC1C(=O)NCCN1c1nc2ccc(C)cn2c(=O)c1/C=C1\SC(=S)N(C(C)CC)C1=O (centres undefined)	-1%
CC(C)(C)[Si](OCC[C@@H]1C[C@@]1(C)[C@@H](NP(=O)(c1ccccc1)c1ccccc1)c1ccccc1)(c1ccccc1)c1ccccc1	1%
O=C(CSc1ccc2nnc(-c3cccnc3)n2n1)N1CCc2ccccc21	u
CC(=O)c1cc2c(cc1NS(=O)(=O)c1ccccc1C)OCO2	3%
Oc1ccc(CNc2cccc(C(F)(F)F)c2)c2cccnc12	2%
COC(=O)c1cc(COc2ccc3c4c(c(=O)oc3c2)CCC4)c(C)o1	1%
CSc1nc2sc3c(c2c2nnnn12)CCC3	-14%
CC(=O)Nc1cccc(C2=CC(c3ccco3)n3ncnc3N2)c1 (centres undefined)	-1%
O=C(Nc1cccc(Br)c1)c1ccc(OC2CSC2)cc1	-8%
Cc1c(C(=O)Nc2ccccc2N2CCOCC2)sc2nc3n(c(=O)c12)CCC3	-7%
CCn1cc(C(=O)NCc2ccccn2)c(=O)c2cc(S(=O)(=O)N3CCCCC3)ccc21	1%
CCC(CC)C(=O)Nc1cc(Cl)ccc1C	-6%
CCOc1ccccc1NC(=O)C1CCN(S(=O)(=O)c2cccc3cccnc23)CC1	-1%
O=C(c1cccc([N+](=O)[O-])c1)c1ccc2c(c1)C(=O)N(c1c[nH]c(=O)[nH]c1=O)C2=O	1%
Cc1ccccc1N(Cc1cc(=O)[nH]c2ccccc12)C(=O)CCl	-6%

An excerpt of these results, field by field.
O=C(CSc1ccc2nnc(-c3cccnc3)n2n1)N1CCc2ccccc21
  Mm-Cpn inhibitor: u

CC(=O)Nc1cccc(C2=CC(c3ccco3)n3ncnc3N2)c1 (centres undefined)
  Mm-Cpn inhibitor: -1%

CSc1nc2sc3c(c2c2nnnn12)CCC3
  Mm-Cpn inhibitor: -14%

Additional records
SMILES	Mm-Cpn inhibitor
Cc1c(N/C(=N/S(=O)(=O)c2ccc(Cl)cc2)c2ccccc2)c(=O)n(-c2ccccc2)n1C	1%
Cc1cc2cc3c(=O)[nH]c(=O)[nH]c3nc2cc1C	-3%
CC1(C)Cc2c(C#N)c(N3CCCC3)nc(-c3ccco3)c2CO1	-5%
CCOC(=O)C(C)Sc1nc(-c2ccc(OC)cc2)nc2c1c(=O)n(C)c(=O)n2C (centres undefined)	-1%
Cn1c(-n2c(CCN3C(=O)c4ccccc4C3=O)nc3ccccc3c2=O)nc2ccccc21	-3%
CCOC(=O)N1CCc2c(sc(NC(=O)c3ccc(Cl)s3)c2C(N)=O)C1	-24%
Cc1ccc(-n2[nH]c(C)c(C=Nc3ccc(S(=O)(=O)N4CCOCC4)cc3)c2=O)c(C)c1	0%
Cc1cccc(N2C(=O)c3ccc(Br)cc3C2=O)n1	-2%
O=C(OCc1cccc([N+](=O)[O-])c1)c1cc(=O)[nH]c2ccccc12	0%
CCOC(=O)c1c(C)[nH]c(C(=O)OCC(=O)c2c(N)n(C)c(=O)n(C)c2=O)c1C	3%
C#CCOCCOCCOCCNc1nc(N2CCN(C(=O)C([C@@H](C)CC)n3cc(C(N)CO)nn3)CC2)nc(N2CCN(C(=O)[C@H](CCC(=O)O)n3cc(C(N)[C@H](C)CC)nn3)CC2)n1 (some centres undefined)	-1%
c1ccc2oc(-c3ccc(Nc4nc(N5CCCC5)nc(N5CCOCC5)n4)cc3)nc2c1	-13%
CCCN(CCC)c1nc(C)cc(C(C#N)c2nc3ccccc3o2)n1 (centres undefined)	-2%
CC(NC(=O)c1ccccc1)c1nc2ccccc2n1Cc1ccccc1F (centres undefined)	-2%
CC(C)(C)c1ccc(/C([O-])=C(/C(=S)NCc2ccco2)[n+]2ccccc2)cc1	0%
COc1ccc(C(=O)Nc2ccc(N3CCN(C(C)=O)CC3)cc2)cc1[N+](=O)[O-]	-2%
COc1ccccc1CNC(=O)c1cc2c(=O)[nH]c3ccccc3c2n1C	u
COc1ccc(-c2cc(=O)oc3cc(OCC(=O)c4cccc([N+](=O)[O-])c4)ccc23)cc1	-3%
O=C(CSc1ncnc2ccccc12)Nc1ccc(N2CCOCC2)cc1	-7%
CC1(C)O[C@@H]2[C@@H](CO[C@@]3(COS(N)(=O)=O)OC(C)(C)O[C@@H]23)O1	-1%

In another format: results already given
| SMILES | Mm-Cpn inhibitor |
| --- | --- |
| CCOC(=O)N1CCc2c(sc(NC(=O)c3ccc(Cl)s3)c2C(N)=O)C1 | -24% |
| CC(NC(=O)c1ccccc1)c1nc2ccccc2n1Cc1ccccc1F (centres undefined) | -2% |

Continuation:
SMILES	Mm-Cpn inhibitor
CCOC(=O)N1CCC(N2C(=O)c3ccccc3C2Nc2ccc(S(=O)(=O)N3CCCCC3)cc2)CC1 (centres undefined)	3%
COC(=O)C1=C(C)NC2=C(C(=O)CCC2)C1c1cccs1 (centres undefined)	1%
CC(=O)c1cc2c(cc1NC(=O)c1ccccc1C)OCO2	-3%
COc1ccc(CN=Nc2cc(C)nc(NS(=O)(=O)c3ccccc3Cl)n2)cc1	-1%
Cc1cc(C)nc(SCCn2c(N3CCC(C)CC3)nc3c2c(=O)n(C)c(=O)n3C)n1	0%
COc1ccc(-c2cc(C(F)(F)F)n3ncc(C(=O)Nc4c(C)n(C)n(-c5ccccc5)c4=O)c3n2)cc1	4%
CN(C)CCCN1C(=O)C(=O)/C(=C(/O)c2ccc3c(c2)OCCO3)C1c1ccco1 (centres undefined)	1%
Cc1ccc2nc3c(cc(C#N)c(=N)n3CC3CCCO3)c(=O)n2c1 (centres undefined)	-4%
Cc1cc(C)nc(SCC(=O)Nc2ncccn2)n1	1%
O=C(OCC(=O)c1ccc[nH]1)c1ccc(S(=O)(=O)N2CCCCC2)cc1	3%
COc1cc(OC)cc(C(=O)Nc2ccc(S(=O)(=O)Nc3cc(C)nc(C)n3)cc2)c1	0%
N#CC1=C(Nc2ccccc2)SC=C(c2ccc(F)cc2)N=C1N1CCOCC1	-1%
On1c2c(c3c4nonc4ccc31)CCCC2	-3%
CCCn1c(SCC(=O)N2CCCCC2)nnc1-c1ccccn1	2%
C/C(CCN1CCCCc2nc(C)c(C)cc21)=N\O[C@H](C)c1cn([C@H](CO)Cc2ccccc2)nn1	1%
CC1CN(S(=O)(=O)c2cccc(-c3cn4cccnc4n3)c2)CC(C)O1 (centres undefined)	-15%
COC(=O)c1[nH]c2cc(OC)ccc2c1NC(=O)CN1CCOCC1	-2%
CCOc1ccc(S(=O)(=O)n2nnc3ccccc32)cc1C(C)C	0%
NNC(=O)CCc1nc2ccccc2[nH]1	1%
O=[N+]([O-])c1cccc(-c2nc(Oc3ccc(Cl)cc3)c3ccccc3n2)c1	-1%

Another view of part of the listing above:
structure | Mm-Cpn inhibitor
COC(=O)C1=C(C)NC2=C(C(=O)CCC2)C1c1cccs1 (centres undefined) | 1%
CC(=O)c1cc2c(cc1NC(=O)c1ccccc1C)OCO2 | -3%
COc1ccc(CN=Nc2cc(C)nc(NS(=O)(=O)c3ccccc3Cl)n2)cc1 | -1%
Cc1cc(C)nc(SCCn2c(N3CCC(C)CC3)nc3c2c(=O)n(C)c(=O)n3C)n1 | 0%
COc1ccc(-c2cc(C(F)(F)F)n3ncc(C(=O)Nc4c(C)n(C)n(-c5ccccc5)c4=O)c3n2)cc1 | 4%

Carrying on:
SMILES	Mm-Cpn inhibitor
CCOc1ccccc1C(=O)Nc1cc(C(=O)NCC(C)C)ccc1Cl	3%
O=C1N=C(C=c2ccc(=Cc3[nH]c(=O)[nH]c3O)cc2)C(=O)N1	-4%
O=C(O)c1ccc2c(c1)C(=O)N([C@@H](Cc1ccc(O)cc1)C(=O)O)C2=O	0%
CCc1ccc(Nc2nnc(SCC(=O)c3ccc4c(c3)NC(=O)CO4)s2)cc1	-7%
Cc1cc(C)nc(/N=C2\NC(=O)CC(C(=O)O)N2c2ccc(F)c(Cl)c2)n1 (centres undefined)	0%
CCc1ccc(CNC(=O)c2ccc3nc(C4CCCCC4)oc3c2)nc1	1%
CCCOC(=O)c1cc(NC(=O)/C=C/c2ccccc2)ccc1O	-4%
C/C(CC(=O)Nc1ccccn1)=N\NC(=O)c1ccccc1	0%
COc1cc([N+](=O)[O-])ccc1NC(=O)CSc1ccccn1	-5%
Cc1ccc(NC(=O)CSc2nnc(-c3cccs3)o2)cc1S(=O)(=O)N(C)C	3%
O=C1NC(Cc2ccccc2)c2nc3ccc(F)cc3c(=O)n2-c2cc(Cl)ccc21 (centres undefined)	0%
O=C(CCc1nc2ccccc2[nH]c1=O)OCC(=O)c1cccc2ccccc12	-1%
CCOC(=O)COn1c(=O)c(-c2ccc(OC)c(OC)c2)[n+]([O-])c2ccccc21	2%
CC1(OC(=O)CCc2ccccc2)C(=O)C=C2C=C(c3ccsc3)OC=C2C1=O (centres undefined)	-2%
CCN(CC)c1ccc2cc(C(=O)Nc3ccc(-n4cnnn4)c(OC)c3)c(=O)oc2c1	1%
CC(C)CC(=O)Nc1cccc(C(C)O)c1 (centres undefined)	0%
COc1ccc(NS(=O)(=O)c2ccc(NC(=O)c3cnn4c(C(F)F)cc(-c5ccc(C)cc5)nc34)cc2)cc1	-3%
COc1ccccc1-n1cnnc1SCC(=O)Nc1cccc(S(=O)(=O)N2CCCCC2)c1	-2%
COC(=O)C1=C(C)N(CCc2cc(OC)c(OC)c(OC)c2)C(=O)N[C@H]1c1cccs1	0%
O=C(C1CCN(S(=O)(=O)c2cccc3cccnc23)CC1)N1CC=C(c2ccccc2)CC1	0%
CCCCn1c(C)cc2c(c1=O)[C@H]1O[C@](CCCCN3C(=O)c4ccccc4C3=O)(Cc3ccccc31)O2	1%[15.4 µM]
Cc1cccc(NC(=S)NC(=O)C2CC2)c1	1%
CNC(=S)N(CCc1c(C)[nH]c2ccc(Cl)cc12)Cc1cccs1	1%
Cn1c(Oc2ccc(Cl)c3cccnc23)nc2c1c(=O)n(Cc1ccccc1Cl)c(=O)n2C	-1%
Cc1ccc(CCN2C(=O)c3ccc(C(=O)O)cc3C2=O)cc1	0%
CCOC(=O)c1c(NC(=S)Nc2ccccc2)sc2c1CCN(CCc1ccccc1)C2	i
Cc1cc(=O)oc2c1c(C)nn2-c1ccc(C(=O)OC(C)C)cc1	0%
O=C(NCCN1CCOCC1)c1cccn2c(=O)c3c4c(sc3nc12)CCCC4	-2%
COc1ccc(-n2nc3cc(C)c(NC(=O)CC(C)C)cc3n2)cc1	-18%
CCOC(=O)CN1C(=O)N[C@@H](c2ccc(Br)cc2)C(C(C)=O)=C1C	0%
Cc1ccc(NC(=O)CSc2nc(-c3cccs3)nc3cc(=O)[nH]n23)cc1C	-5%
C#CCOCCOCCOCCNc1nc(N2CCN(C(=O)Cn3cc(CCCN=C(N)N)nn3)CC2)nc(N2CCN(C(=O)[C@H]([C@@H](C)CC)n3cc(CCCN=C(N)N)nn3)CC2)n1	-4%
c1ccc(-n2ncc3c2ncn2c(C4CCCCC4)nnc32)cc1	0%
COc1cccc(N=c2oc3c(C)ncc(CO)c3cc2C(=O)Nc2ccccc2OC)c1	-3%
CC(C)CCNC(=O)c1ccc(Cl)c(NC(=O)c2ccccc2F)c1	1%
C[N+](C)(C)C(Cc1c[nH]c2ccccc12)C(=O)[O-] (centres undefined)	-1%

Some of these compounds in order of the Mm-Cpn inhibitor value, highest first.
SMILES	Mm-Cpn inhibitor
Cc1ccc(CCN2C(=O)c3ccc(C(=O)O)cc3C2=O)cc1	0%
C#CCOCCOCCOCCNc1nc(N2CCN(C(=O)Cn3cc(CCCN=C(N)N)nn3)CC2)nc(N2CCN(C(=O)[C@H]([C@@H](C)CC)n3cc(CCCN=C(N)N)nn3)CC2)n1	-4%
COc1ccc(-n2nc3cc(C)c(NC(=O)CC(C)C)cc3n2)cc1	-18%
